Nrf2 block: inhibitors of Nrf2 signaling; A549 ARE-Fluc reporter, luciferase luminescence, 18-24 h; Potency, µM (titrated, usually from 46 µM), for the others: at the top dose activity change, negative = inhibition, most hits filed as inhibitors; hit rate 2.1% among 360,000; AID 504444; further: potency means the concentration at half of the fitted maximal effect; on the % scale 0 is the no-effect control and ±100 the full control effect; nearly all actives have a fitted effect of over 60% in size
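In this cell-based qHTS, ARE-driven firefly luciferase in A549 cells reports Nrf2 activity; the luminescent signal after BugLite lysis is the measured value, with a prior CellTiter-Fluor read for cell health.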
A549 viability: kills or reduces viability of A549 cells in Nrf2 counter-screen. Potency, µM (titrated, usually from 46 µM), without a hit: at the top dose activity change, negative = cytotoxicity, usual class: inhibitors. A549 ARE-Fluc cells, CellTiter-Fluor viability, 18-24 h. hit rate 0.16% among 390,000; further: potency means the concentration at half of the fitted maximal effect; on the % scale 0 is the no-effect control and ±100 the full control effect
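A549 ARE-Fluc cells in 5% FBS OPTI-MEM, 5000 cells/well, rested 2 h then exposed to compounds in concentration-response for 18-24 h at 37 °C. Viability by CellTiter-Fluor fluorescence (Ex 405/Em 525) after 30 min; luciferase luminescence (BugLite, 15 min, RT) read afterwards.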
TGFb SMAD3 inh: TGF-b pathway inhibition. Potency, µM (titrated, usually from 46.1 µM), without a hit: at the top dose activity, negative = inhibition, most hits filed as inhibitors. HepG2 CAGA-GFP TGF-b/SMAD3 reporter, GFP fluorescence, 18 h; TGF-beta stimulated, 500 pg/mL final. hit rate 1.2% among 410,000. AID 588855; further: potency means the concentration at half of the fitted maximal effect; on the % scale 0 is the no-effect control and ±100 the full control effect; nearly all actives have a fitted effect of over 65% in size
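Read-out: total well GFP (ex488/em500-530) summed from mean per-cell fluorescence. Cells: HEPG2 CAGA-GFP, 1% FBS DMEM, 18 h at 37 degrees C with 500 pg/mL final TGF-beta. Unstimulated wells served as the full-inhibition control; stimulated DMSO wells = 0%.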
pAkt inh: blocks phosphorylation of Akt | Neuro2A IGF-stimulated pAkt S473 HTRF, 20 min; active compounds read low | activity change, % for hits at 50 µM | hit rate 0.32% among 360,000; in the data active means activity change below about -80%; inconclusive means mostly about -51% to -80%; further: on the % scale 0 is the no-effect control and ±100 the full control effect
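Single-point screen (50 µM final compound) in Neuro2A cells stimulated 20 min with 6 nM IGF at 37 deg C. After lysis, Ser473-phosphorylated Akt read by HTRF (ex 330 nm, em 615/665 nm) as the 665/615 ratio.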
CCT chaperon mod: cytosolic chaperonin activity modulation; purified chaperonin ATPase assay, HTRF ADP detection, 30 min; activity change, % (test concentration not listed), hits read low; hit rate 0.3% among 360,000; AID 651819; in the data active means activity change below about -30%; further: on the % scale 0 is the no-effect control and ±100 the full control effect
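TRiC (40 or 20 nM final, by batch activity) in 30 mM Tris pH 7.4, 100 mM KCl, 5 mM MgCl2, 1 mM DTT was treated with compound at 76 uM single dose, then 10 uM ATP, 30 min at 37 °C. ADP was read by HTRF Transcreener.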
Abeta yeast res: A-beta toxicity reversal in yeast; yeast expressing A-beta42, growth rescue, OD600, 48 h; response scale: 0% DMSO, 100% iron-clioquinol control; Potency, µM (top dose mostly 46.1 µM), for the others: at the highest dose growth rescue, hits mostly activators; hit rate 0.063% among 410,000; AID 1347071; further: potency means the concentration at half of the fitted maximal effect; nearly all actives have a fitted effect of over 55% in size
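Yeast A-beta toxicity model in growth medium with pinned compounds, 48 h at 30 C; growth read as absorbance at 600 nm. Normalized to FeCl3/clioquinol equimolar mix (positive) and DMSO (negative).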
Nrf2 ARE act: activates Nrf2 signaling; AREc32 ARE-luciferase reporter (MCF7-derived line), luminescence, 24 h; Potency, µM (highest dose often 46.1 µM), for the others: at the top dose activation, hits mostly activators; hit rate 0.31% among 410,000; AID 624171; further: potency means the concentration at half of the fitted maximal effect; % of control where 0% means no effect; nearly all actives have a fitted effect of over 65% in size
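Cells of the AREc32 ARE-luciferase line are plated in OPTI-MEM containing 5% FBS and left overnight at 37 deg C. Compounds are pinned in, incubation continues 24 hr, and firefly luciferase signal is then measured.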
HepG2 tox: HepG2 cytotoxicity, counter-screen for TGF-b inhibitors; HepG2 CAGA-GFP viability, ATP luminescence, 18 h; Potency, µM (doses to about 46.1 µM), for the others: at the top dose activity change, negative = cytotoxicity, usual class: cytotoxic; hit rate 0.76% among 410,000; AID 588856; further: potency means the concentration at half of the fitted maximal effect; some results filed as inactive show a strong effect at the top dose
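CellTiter-Glo luminescence gave cytotoxicity after 18 hours at 37 degrees C. The cells were HepG2 CAGA-GFP in 1% FBS DMEM, stimulated with 500 pg/mL TGF-beta after compound addition. %Activity was normalised to no-cell wells (complete cell-killing) and DMSO (no toxicity), and curves were fitted and classified.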
Mm-Cpn inhibitor: M. maripaludis TRiC chaperonin inhibition; hit rate 0.031% among 330,000; AID 504842; purified Mm-Cpn ATPase, ADP Transcreener TR-FRET; Potency, µM (titrated, usually from 76.9 µM), without a hit: at the top dose activity, negative = inhibition, usual class: inhibitors; further: potency means the concentration at half of the fitted maximal effect; on the % scale 0 is the no-effect control and ±100 the full control effect; nearly all actives have a fitted effect of over 80% in size
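Reaction buffer contained 30 mM Tris pH 7.4, 100 mM KCl, 5 mM MgCl2 and 1 mM DTT. Mm-CPN (25 nM final) hydrolysed 10 uM ATP over 30 min at 37°C; ADP was read by HTRF.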
* = called active by the depositor; i = inactive; ? = inconclusive; · = not tested or not shown; & = joins results of further samples; [ ] = another dose, or the depositor's remark. Unless noted, the call rests on the fitted dose curve; in most records, active means well fitted curve in the direction sought with a large enough effect; inconclusive means small, poorly fitted or top-dose-only effect, or another doubt; inactive means no such curve, though single readings can be large; an effect the other way counts as inactive or inconclusive.

Start of the data: the first four compounds, ahead of the listing:
Labels used below: A = Nrf2 block; B = A549 viability; C = TGFb SMAD3 inh; D = pAkt inh; E = CCT chaperon mod; F = Abeta yeast res; G = Nrf2 ARE act; H = HepG2 tox; I = Mm-Cpn inhibitor
1. COc1ccc(C(=O)NN=C(Cc2ccccc2)Cc2ccccc2)cc1OC
  A: 6%	B: ?	C: -27%	D: i	E: -0.8	F: 13%	G: -0.6%[9.22 µM]	H: -35%	I: 2%

2. Cc1ccc(C(=O)CCS(=O)(=O)c2ccc(Cl)cc2)cc1
  A: -4%	B: 0%	C: ?	D: i	E: -5.0	F: -27%	G: 4.0%	H: -65%	I: -1%

3. COc1ccc(N2CC(C(=O)OCC(=O)Nc3cccc(C)c3)CC2=O)cc1 (stereo unspecified)
  A: 9%	B: 6%	C: 6%	D: i	E: 0.0	F: -7%	G: -1.0%	H: 8%	I: 1%

4. CCOC(=O)Cn1nc(C)c(NC(=O)COc2ccc(C)c(C)c2)c1C
  A: 3%&-13%	B: 2%&3%	C: -3%&-11%	D: i	E: -0.3	F: 2%&-7%	G: -0.5%&-1.0%	H: 27%&-6%	I: -2%

The list itself, from the first entry:
Labels used below: A = Nrf2 block; B = A549 viability; C = TGFb SMAD3 inh; D = pAkt inh; E = CCT chaperon mod; F = Abeta yeast res; G = Nrf2 ARE act; H = HepG2 tox; I = Mm-Cpn inhibitor
1. COc1ccc(C(=O)NN=C(Cc2ccccc2)Cc2ccccc2)cc1OC
  A: 6%	B: ?	C: -27%	D: i	E: -0.8	F: 13%	G: -0.6%[9.22 µM]	H: -35%	I: 2%

2. Cc1ccc(C(=O)CCS(=O)(=O)c2ccc(Cl)cc2)cc1
  A: -4%	B: 0%	C: ?	D: i	E: -5.0	F: -27%	G: 4.0%	H: -65%	I: -1%

3. COc1ccc(N2CC(C(=O)OCC(=O)Nc3cccc(C)c3)CC2=O)cc1 (stereo unspecified)
  A: 9%	B: 6%	C: 6%	D: i	E: 0.0	F: -7%	G: -1.0%	H: 8%	I: 1%

4. CCOC(=O)Cn1nc(C)c(NC(=O)COc2ccc(C)c(C)c2)c1C
  A: 3%&-13%	B: 2%&3%	C: -3%&-11%	D: i	E: -0.3	F: 2%&-7%	G: -0.5%&-1.0%	H: 27%&-6%	I: -2%

5. COc1cccc(NC(=O)C2CCCN2C(=O)OCc2ccccc2)c1 (stereo unspecified)
  A: ·	B: -2%	C: 33%[activator]	D: i	E: -0.4	F: -13%	G: -0.8%	H: 29%	I: 1%

6. Cc1ccc(C(=O)Nc2ccccc2[N+](=O)[O-])cc1S(=O)(=O)N1CCOCC1
  A: 7%	B: 0%	C: ?	D: i	E: -7.5	F: -9%	G: ?	H: -24%	I: 3%

7. CN(C)c1ccc(NC(=S)NC(=O)/C=C/c2ccc(Cl)cc2)cc1
  A: 2%	B: -6%	C: ?	D: i	E: 1.8	F: -15%	G: 4.5%	H: -24%	I: -2%

8. O=C(N/C(=C/c1cccc([N+](=O)[O-])c1)C(=O)N1CCCCCC1)c1ccco1
  A: 2%	B: 0%	C: -28%	D: i	E: 1.8	F: 16%	G: 1.9%	H: -46%	I: 0%

9. Cc1ccc(NC(=O)c2oc(=O)c3ccccc3c2-c2ccccc2)c(C)c1
  A: ?	B: ?	C: 0%	D: i	E: 1.9	F: -4%	G: -0.3%	H: -8%	I: -1%

10. COc1ccc(-n2c(=S)[nH]c3cc(C(=O)NCc4cccnc4)ccc3c2=O)c(OC)c1
  A: -28%	B: 1%	C: 0%	D: i	E: -9.8	F: 11%	G: -0.2%	H: -1%	I: 2%

11. CCN(CC)S(=O)(=O)c1ccc2nnn(O)c2c1
  A: -18%	B: 0%	C: -19%	D: i	E: -1.1	F: 0%	G: -0.8%	H: -28%	I: 1%

12. Cc1c(Cl)cccc1NC(=O)NCc1c(-n2cccc2)sc2c1CCCC2
  A: 20%	B: 20%	C: -4%	D: ·	E: ·	F: -10%	G: -0.3%	H: 1%	I: ·

13. Cc1ccc(S(=O)(=O)Nc2ccccc2F)cc1C(=O)OC(C)C(=O)N1CCOCC1 (stereo unspecified)
  A: -26%	B: -13%	C: -1%	D: i	E: 2.8	F: 9%	G: 0.2%	H: 4%	I: -1%

14. CC1(C)CC(=O)c2c(O)c(-c3ccccc3)c(=O)n(-c3ccccc3)c2C1
  A: -8%	B: -4%	C: 7%	D: i	E: 0.0	F: -5%	G: 0.3%	H: -2%	I: 0%

15. Cc1nn(C(C)C(=O)NCc2cccs2)c(C)c1[N+](=O)[O-] (stereo unspecified)
  A: -2%	B: -4%	C: -5%	D: i	E: -3.1	F: ·	G: 0.3%	H: 13%	I: -21%

The results go on.
Labels used below: A = Nrf2 block; B = A549 viability; C = TGFb SMAD3 inh; D = pAkt inh; E = CCT chaperon mod; F = Abeta yeast res; G = Nrf2 ARE act; H = HepG2 tox; I = Mm-Cpn inhibitor
16. O=C(COC(=O)C1(c2ccc(Cl)cc2)CCCC1)NC1CCS(=O)(=O)C1 (stereo unspecified)
  A: ?	B: -13%	C: 2%	D: i	E: -0.1	F: 10%	G: 0.4%	H: -19%	I: 0%

17. CC(C)N1CCN(S(=O)(=O)c2ccccc2)CC1
  A: -7%	B: 1%	C: 21%	D: i	E: 2.0	F: -4%	G: 0.3%	H: 0%	I: -2%

18. CC(NC(=O)CN(c1ccc(F)cc1)S(C)(=O)=O)c1ccccc1 (stereo unspecified)
  A: -10%	B: 1%	C: 20%	D: i	E: -2.1	F: -2%	G: -0.6%	H: 19%	I: 0%

19. O=C(O)c1nn2c(c1Br)NC(c1ccccc1)CC2C(F)(F)F (stereo unspecified)
  A: -3%	B: 1%	C: -2%	D: i	E: -2.1	F: 11%	G: 0.0%	H: 6%	I: 1%

20. CCOc1cc(/C=C2\COc3ccccc3C2=O)ccc1OCC(=O)N(C)C
  A: -11%	B: 2%	C: ?	D: i	E: 2.3	F: -25%	G: -3.6%	H: -81%	I: -5%

21. Cc1ccc(NC(=S)NNC(=O)Cn2nc([N+](=O)[O-])cc2C)cc1
  A: -2%	B: 1%	C: ?	D: i	E: -0.1	F: 0%	G: 0.2%	H: -91%	I: -1%

22. Cc1ccc(-n2c(=O)c3cccnc3n2CC(=O)Nc2ccccc2C(F)(F)F)cc1C
  A: 31%	B: 4%	C: -27%	D: ·	E: ·	F: 2%	G: 0.8%	H: -40%	I: ·

23. Clc1cc(NC2CCCCC2)ncn1
  A: -2%	B: -3%	C: 1%	D: i	E: 1.0	F: -6%	G: 3.9%	H: -5%	I: 0%

24. CCN(CC)c1ccc(C(=S)NCc2ccccc2)cc1
  A: -10%	B: 9%	C: 3%	D: i	E: 0.8	F: 1%	G: 1.7%	H: 7%	I: -2%

25. O=C(NCc1cnn(-c2ccc(F)cc2)c1)C1CCC(=O)N(C2CC2)C1 (stereo unspecified)
  A: -25%	B: -1%	C: ?	D: i	E: -2.9	F: 3%	G: 0.2%	H: -20%	I: 0%

From compound 23 as far as 25, copied from above:
Labels used below: A = Nrf2 block; B = A549 viability; C = TGFb SMAD3 inh; D = pAkt inh; E = CCT chaperon mod; F = Abeta yeast res; G = Nrf2 ARE act; H = HepG2 tox; I = Mm-Cpn inhibitor
23. Clc1cc(NC2CCCCC2)ncn1
  A: -2%	B: -3%	C: 1%	D: i	E: 1.0	F: -6%	G: 3.9%	H: -5%	I: 0%

24. CCN(CC)c1ccc(C(=S)NCc2ccccc2)cc1
  A: -10%	B: 9%	C: 3%	D: i	E: 0.8	F: 1%	G: 1.7%	H: 7%	I: -2%

25. O=C(NCc1cnn(-c2ccc(F)cc2)c1)C1CCC(=O)N(C2CC2)C1 (stereo unspecified)
  A: -25%	B: -1%	C: ?	D: i	E: -2.9	F: 3%	G: 0.2%	H: -20%	I: 0%
